# M5 ag: agonists of human muscarinic M5 receptor (CHRM5) | hit rate 0.19% among 360,000 | activation, % at 3 µM | CHO-K1 hM5 cells, Fluo-8 calcium fluorescence; 0% DMSO wells, 100% maximal acetylcholine response | AID 624037;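 active = activation above the run's mean over test compounds plus 3 SD, cut at about 23% in these data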;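 note: signal is peak over basal fluorescence ratio across the kinetic read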
# M4 ag: agonists of human muscarinic M4 receptor (CHRM4) | CHO-K1 hM4/Gqi5, Fluo-8 calcium fluorescence; vehicle 0%, full acetylcholine response 100% | P08173 | hit rate 0.14% among 360,000 | activation, % at 3 µM;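 active = activation above the run mean over all test wells plus 3 SD, cut at about 32% in these data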;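 note: peak over basal fluorescence ratio per well then scaled between controls; 0% = DMSO wells and 100% = acetylcholine at EC100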
# Target sequence (P08173 whole entry, looked up): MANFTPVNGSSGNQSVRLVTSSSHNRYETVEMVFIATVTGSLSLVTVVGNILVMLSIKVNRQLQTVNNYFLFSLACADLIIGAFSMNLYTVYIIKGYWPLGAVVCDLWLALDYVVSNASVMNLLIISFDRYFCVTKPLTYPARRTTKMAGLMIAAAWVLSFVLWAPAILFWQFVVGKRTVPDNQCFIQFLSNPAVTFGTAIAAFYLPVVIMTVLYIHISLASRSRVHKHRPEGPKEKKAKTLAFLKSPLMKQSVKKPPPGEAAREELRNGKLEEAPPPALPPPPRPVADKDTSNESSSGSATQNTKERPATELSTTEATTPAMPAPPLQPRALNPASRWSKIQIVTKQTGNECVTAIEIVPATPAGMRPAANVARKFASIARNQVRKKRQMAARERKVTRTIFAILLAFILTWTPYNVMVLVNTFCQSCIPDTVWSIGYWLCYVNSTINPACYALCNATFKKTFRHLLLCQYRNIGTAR
# CHRM5 antagonist: antagonists of human muscarinic M5 receptor (CHRM5). inhibition, % at 3 µM. hit rate 0.59% among 360,000. CHO-hM5 cells, Fluo-8 calcium fluorescence, ACh EC80. P08912;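 active = inhibition above a per-plate cutoff, the mean of that plate's test compounds plus 3 SD, cut at about 27% in these data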;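 note: 0% = acetylcholine EC80 with DMSO and 100% = DMSO without agonist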
# CHRM1 PAM: positive allosteric modulators of human M1 muscarinic receptor. P11229. CHO-K1 hM1, Fluo-8 calcium fluorescence, ACh EC20; 0% = ACh EC20, 100% = maximal ACh. activation, % at 3 µM. hit rate 0.088% among 360,000. AID 588819; in the data active = activation above about 19%, passing the limit was not always enough
# Target sequence (P11229 whole entry, looked up): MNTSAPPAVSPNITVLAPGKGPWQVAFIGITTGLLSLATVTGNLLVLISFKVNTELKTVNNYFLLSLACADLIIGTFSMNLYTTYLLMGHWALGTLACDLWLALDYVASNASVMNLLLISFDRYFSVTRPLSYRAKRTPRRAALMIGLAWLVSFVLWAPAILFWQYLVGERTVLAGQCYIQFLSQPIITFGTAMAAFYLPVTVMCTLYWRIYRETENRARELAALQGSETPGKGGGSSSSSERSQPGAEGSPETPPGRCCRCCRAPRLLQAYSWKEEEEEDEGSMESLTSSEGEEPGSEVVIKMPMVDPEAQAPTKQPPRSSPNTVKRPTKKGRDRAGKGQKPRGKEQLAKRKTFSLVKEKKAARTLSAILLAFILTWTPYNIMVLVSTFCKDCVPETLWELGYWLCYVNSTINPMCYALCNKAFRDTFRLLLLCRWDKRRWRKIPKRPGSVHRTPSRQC
# CRFR2-BP ag: agonists of human CRF-binding protein/CRF-R2 receptor complex. hit rate 0.46% among 350,000. HEK293 CRF-R2/CRF-BP, calcium dye fluorescence (FLIPR); percent of saturating CRF peptide response. AID 588473. activation, % at 13.2 µM;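 active = activation of at least 50%, plus an integration ratio under a set limit after plate pattern correction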;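 note: plate controls were neutral control wells without compound for no effect and CRF at EC100 for full effect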
# M4 PAM: positive allosteric modulators of human muscarinic M4 receptor; CHO-K1 hM4/Gqi5, Fluo-8 calcium fluorescence, ACh EC20; 0% = ACh EC20, 100% = maximal ACh; activation, % at 3 µM; hit rate 0.4% among 360,000;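 active = activation above its plate's cutoff, the mean activation of sample wells plus 3 SD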; note: some results filed as inactive read as strong as hits
# CHRM5 PAM: CHRM5 positive allosteric modulation; P08912; CHO-K1 hM5, Fluo-8 calcium, ACh EC20 PAM; 0% = ACh EC20, 100% = ACh EC100; activation, % at 3 µM; hit rate 0.3% among 360,000; AID 624038;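 active = activation above the run cutoff, the mean activation of all test compounds plus 3 SD, cut at about 18% in these data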
#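 Measured by: Fluo-8 calcium fluorescence; material: human M5 receptor in CHO-K1 cells; schedule: Post-acetylcholine fluorescence recording 140 s; benchmarks: low control EC20 acetylcholine (0%), high control EC100 acetylcholine (100%); read-out: Max/basal fluorescence ratio as % of EC20–EC100 ACh window; compound: single dose, 3 µM nominal final test concentration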
# CHRM1 antagonist: human CHRM1 antagonism; P11229; CHO-K1 hM1, Fluo-8 calcium fluorescence, ACh EC80 antagonist; inhibition, % at 3 µM; hit rate 1.3% among 360,000; AID 588852;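 active = percent inhibition above its own plate's cutoff, namely the mean of that plate's compound wells plus 3 SD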;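 note: peak over basal fluorescence ratio during 140 s after agonist addition; 0% = ACh EC80 plus DMSO and 100% = DMSO alone without agonist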
# M4 antag: blocks acetylcholine activation of human M4 receptor; CHO-hM4 cells, ACh EC80, Fluo-8 calcium fluorescence; hit rate 0.73% among 360,000; inhibition, % at 3 µM;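 active = inhibition above its plate's cutoff, the mean inhibition of sample wells plus 3 SD, cut at about 27% in these data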;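 note: 0% = acetylcholine EC80 with DMSO and 100% = DMSO without agonist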
# * marks the source's active call; other numbers are inactive results; / = no result given.
No.	compound	M4 antag	M5 ag	M4 ag	CRFR2-BP ag	CHRM1 PAM	CHRM5 antagonist	CHRM1 antagonist	CHRM5 PAM	M4 PAM
1	CCOC(=O)Cn1nnnc1CN(Cc1cccs1)Cc1cc2cc(C)cc(C)c2[nH]c1=O	12	-2	1	2.6	3	3	-6	-4	-10
2	COc1ccc(-c2nn(CCC#N)cc2C(=O)Nc2cccc(C(=O)O)c2)cc1[N+](=O)[O-]	-10	-2	0	-0.2	9	7	-6	1	8
3	COc1ccc(OCCCC(=O)Nc2ccc(N3CCCCC3)cc2)cc1	7	0	1	-0.4	5	-3	-6	1	3
4	O=S(=O)(Nc1ccncc1)c1cc(Cl)c(Cl)cc1Cl	10	5	1	-1.3	16	3	-14	-2	-1
5	CN(C)S(=O)(=O)c1cccc(NC(=O)c2cc(-c3cccs3)nn2-c2ccccc2)c1	0	-2	1	8.1	-2	9	-3	-4	-3
6	c1nc(N2CCCCCC2)c2[nH]cnc2n1	2	0	1	3.2	4	1	-11	-3	-6
7	O=C(CSc1ncn[nH]1)Nc1ccc(OCc2ccccc2)cc1	-6	3	2	1.9	8	12	3	-7	0
8	CNS(=O)(=O)c1ccc(NC(=S)Nc2ccc3c(c2)OCO3)cc1	2	0	1	0.6	7	-4	-4	-1	-4
9	c1cn(C23CC4CC(CC(C4)C2)C3)cn1	-13	-6	1	-0.2	4	-8	-4	8	2
10	CCCCN(C(=N)N1CCCCC1)c1nc(C)c([N+](=O)[O-])c(=O)[nH]1	6	-2	1	1.0	-3	-2	5	1	-1
11	O=C(CCN1CCN(c2ccccc2)CC1)NNC(=S)Nc1ccccc1	3	-1	0	-0.2	-5	-2	17	6	-17
12	CCc1nnc(NS(=O)(=O)c2ccc(NC(=O)c3cccc(OC(F)(F)C(F)F)c3)cc2)s1	-3	-10	-1	1.6	12	-14	-19	18*	13*
13	CNS(=O)(=O)c1ccc2c(c1)C(=O)c1cc(S(=O)(=O)NC)ccc1CC2	9	3	0	-2.1	-5	11	6	-10	-2
14	Cc1cccc(OCCc2nnc(N)s2)c1C	-5	0	1	-1.1	15	7	-20	-8	-6
15	CCCSc1ccc([C@@H]2[C@H]3C(=O)N(C)C(=O)[C@H]3[C@]3(C(=O)OC)CCCN23)cc1OC	-7	-3	2	-2.8	2	4	0	5	4
16	COc1ccc(Nc2nccc(-c3ccc([N+](=O)[O-])cc3)n2)cc1	-10	-3	7	4.6	6	10	-8	-5	-3
17	CCOC(=O)Cc1csc(NC(=O)CN2CCCCC2)n1	-9	2	1	-1.7	21	-6	-16	0	1
18	O=C(CCC(=O)N1CCc2ccccc2C1)N1CCN(S(=O)(=O)c2ccccc2)CC1	3	-2	3	0.0	1	0	0	-3	1
19	CN(C)c1nc(NN)nc(Nc2ccc(F)cc2)n1	-12	-6	4	-0.2	3	-1	-10	1	-2
20	C[C@@H](CSc1ccc(Br)cc1)CN1CC[C@H](O)CCC1=O	-2	3	9	-0.9	0	19	3	-7	-1
21	COc1ccc(C(=O)Nc2ccc(CN3CCS(=O)(=O)CC3)cc2)cc1	-2	4	0	-0.7	7	0	-4	0	2
22	CNS(=O)(=O)c1cccc(C(=O)OCC(=O)N(Cc2ccccc2)C(C)(C)C)c1	-1	-2	3	-3.3	0	7	3	-5	-6
23	Cc1cccc(/C=N/NC(=O)c2cc(C)nc3ccccc23)n1	-12	-6	2	-1.2	1	5	0	-2	7
24	Cc1ccccc1NC1=NCC(c2ccc([N+](=O)[O-])cc2)S1 (stereo unspecified)	9	4	16	-1.8	0	7	1	-4	-11
25	O=C(c1ccccc1F)N1CCN(C(=O)C(c2ccccc2)c2ccccc2)CC1	10	2	2	1.4	4	16	-4	0	-2
26	O=C(NCCc1ccccn1)c1ccc(COc2ccccc2)o1	-3	-3	2	-2.7	4	7	-1	-12	4
27	CCCCCCCNC(=O)C1(CC2CC(c3cccc(Br)c3)=NO2)CCNCC1 (stereo unspecified)	17	-11	1	15	-1	9	7	4	4
28	COc1ccccc1CNC(=O)COC(=O)CCN1C(=O)C2CC=CCC2C1=O (stereo unspecified)	-8	0	2	-1.1	2	-8	-12	1	-6
29	COc1cccc(NC(=S)C(C#N)=C2N(C)c3ccccc3N2C)c1	2	-3	5	0.2	1	6	3	7	1
30	O=C(C(=O)N1CCCc2ccccc21)c1cn(CC(=O)N2CCOCC2)c2ccccc12	-14	-2	2	-2.3	10	4	-4	3	2
31	CCOC(=O)C1(C)CCN1C(=O)COc1ccc(C(C)(C)C)cc1 (stereo unspecified)	-11	2	5	/	4	-5	-6	-2	1
32	Cc1cccc(CS(=O)(=O)Cc2ccc(C(=O)NC3CCCCC3)o2)c1	-12	-2	3	-2.5	6	3	-7	2	7
33	CCn1c(=O)cc(OCC(=O)NCC2CCCO2)c2ccccc21 (stereo unspecified)	8	1	1	7.9	6	1	-7	-2	12
34	Cn1ccnc1SC(C(=O)O)c1ccccc1 (stereo unspecified)	3	2	0	-0.7	3	10	-7	0	1
35	CC(=O)c1c(C)nc2ccc([N+](=O)[O-])cc2c1-c1ccccc1	-27	-8	2	-0.4	3	-2	-6	6	14*
36	Cn1c(SCc2ccccc2)nnc1-c1ccc2c(c1)OCO2	-6	-9	1	-0.1	-7	2	-2	5	5

# Full records, looked up by structure. Order of values: M4 antag, M5 ag, M4 ag, CRFR2-BP ag, CHRM1 PAM, CHRM5 antagonist, CHRM1 antagonist, CHRM5 PAM, M4 PAM
# Cn1ccnc1SC(C(=O)O)c1ccccc1 (stereo unspecified) across the screens: 3, 2, 0, -0.7, 3, 10, -7, 0, 1
# COc1ccccc1CNC(=O)COC(=O)CCN1C(=O)C2CC=CCC2C1=O (stereo unspecified) across the screens: -8, 0, 2, -1.1, 2, -8, -12, 1, -6

# The list continues.
No.	compound	M4 antag	M5 ag	M4 ag	CRFR2-BP ag	CHRM1 PAM	CHRM5 antagonist	CHRM1 antagonist	CHRM5 PAM	M4 PAM
37	Cc1ccc2c(c1)NC(=O)C(CC(=O)NCc1cccnc1)O2 (stereo unspecified)	2	-5	1	-0.3	0	6	0	-8	-2
38	COc1ccc(C2N3CC4(C)CN2CC(C)(C3)C4)cc1OC (stereo unspecified)	7	-6	1	1.2	6	-6	1	-7	0
39	CCOC(=O)c1ccccc1NC(=O)CSc1cccc[n+]1[O-]	-5	-1	1	-2.2	2	-4	0	9	15
40	Brc1cccc(CSc2nnc(-c3ccncc3)o2)c1	5	-7	0	-2.2	5	11	-3	1	4
41	CN(C[C@H](Cc1ccccc1)N(C[C@@H](CC1CCCCC1)N(CCc1ccccc1)N=O)N=O)N=O	-1	3	1	2.4	8	-1	-13	2	2
42	NC(=O)c1cc([N+](=O)[O-])ccc1NCCN1C(=O)c2ccc(C(=O)O)cc2C1=O	-6	8	2	0.3	10	-4	0	18	11
43	Cc1cccc(CSc2cccc3cccnc23)c1	12	-3	0	3.4	0	16	15	-3	1
44	CC1CCN(CCCCOc2cccc(C(C)C)c2)CC1	34*	-8	5	0.0	-31	21	70*	-21	-19
45	CCOC(=O)C1CCN(C(=O)C(C)N(c2ccc(Oc3ccccc3)cc2)S(C)(=O)=O)CC1 (stereo unspecified)	-1	2	13	-0.2	-13	7	7	-13	-11
46	Cc1nc2c3ccccc3nc(NNC(=O)CCC(=O)NCCN3CCN(c4ccccc4)CC3)n2n1	3	1	6	-0.9	5	1	-3	2	5
47	COc1ccc(Cl)cc1NC(=O)C(=O)NCc1ccncc1	-9	-3	0	-3.8	8	-14	5	4	9
48	CC1(C)CC2CC(C)(CN2C(=O)c2cc(-c3ccc(F)cc3)on2)C1 (stereo unspecified)	-2	1	0	2.9	16	-3	-10	3	3
49	O=C(O)CCN1CCN(S(=O)(=O)c2ccc3ccccc3c2)CC1	1	5	1	0.8	17	-5	-21	15	6
50	O=[N+]([O-])c1cc(CS(=O)(=O)Oc2ccc(Cl)cc2)c(O)c([N+](=O)[O-])c1	-1	4	19	0.3	-1	16	3	-20	-21
51	CCn1c(=O)n(CC)c2cc(S(=O)(=O)Nc3cc(C)cc(C)c3C#N)ccc21	-7	-2	1	1.0	5	-4	-16	-3	3
52	COc1ccc2[nH]cc(CCNC(=O)COc3ccc4ccc(=O)oc4c3)c2c1	-13	4	7	-2.1	-4	9	-3	0	-4
53	O=C(Cc1ccccc1F)NNC(=O)c1ccncc1	-1	-1	0	1.8	19	1	-22	3	-3
54	CC(C)c1cc(C(=O)N2CCCC(N3CCN(c4ccccc4F)CC3)C2)nc(N)n1 (stereo unspecified)	-5	1	1	1.0	0	-9	7	5	2
55	COc1cccc(-c2nnc(NC(=O)C(C)C)o2)c1	-15	3	1	1.3	1	-1	6	-5	3
56	COc1ccc(Cl)cc1NC(=O)NCCN1CCCCC1	3	-3	9	2.3	0	11	-3	-8	-9
57	COc1ccccc1C(=O)NCCC(=O)N1CCN(c2cccc(C(F)(F)F)c2)CC1	-16	1	6	-3.2	7	0	-10	-6	15
58	CN(C)S(=O)(=O)c1cccc(NC(=O)COC(=O)c2ccc3c(c2)OCO3)c1	-20	-2	4	1.7	3	-4	-10	3	6
59	CN(Cc1ccccc1)C(=O)CNC(=O)C12CC3CC(CC(C3)C1)C2	-6	3	2	-0.7	13	0	-15	10	7
60	COc1ccc(F)cc1CN1CCN(CC(=O)N2CCc3ccccc32)CC1	3	-5	1	0.7	-17	-4	20	-3	0
61	Fc1ccc(N=C2NN=C(c3cc(F)ccc3F)CS2)cc1	1	2	8	-0.1	1	6	2	-6	4
62	Cc1cc2nc(Sc3c([N+](=O)[O-])nc(C)n3Cc3ccccc3)[nH]c2cc1C	0	-3	0	-6.0	8	0	-11	-1	-2
63	O=C(NC1CCCC1)C(c1ccccc1)n1c(CSCCOc2ccccc2)nc2ccccc21 (stereo unspecified)	-7	-1	0	/	/	1	/	-2	-1
64	O=C(Nc1ccc2nccnc2c1)Nc1ccccc1Cl	12	1	4	-0.4	7	3	-11	-8	-6
65	CCC(=O)Nc1c(C(=O)N2CCCCCC2)cnn1-c1ccc(C)c(C)c1	-4	-1	0	-0.5	4	-7	-4	-4	5
66	O=C(C1=C[C@@H](C2CCCCC2)C[C@@H](OCc2ccc(CO)cc2)O1)N1CCOCC1	-16	-2	4	0.8	1	2	6	-2	11
67	Cc1cc(C)c(S(=O)(=O)N(C)CC(=O)NCC2CCCO2)c(C)c1 (stereo unspecified)	6	-2	0	-1.4	6	5	-2	2	-6
68	O=c1c(C=Nc2ccc(Oc3ccccc3)cc2)c[nH]n1-c1cccc(Cl)n1	6	1	0	-1.9	20	-9	-7	2	5
69	O=C(NCCc1ccccn1)c1nc(Cn2cc([N+](=O)[O-])cn2)no1	-2	1	3	-0.1	9	-7	-17	4	7
70	C=CCN1C(=O)C(C)(C)N(C(C)=O)c2ccccc21	-8	-5	2	-1.4	9	0	-8	4	10
71	CNC(=S)NNC(=O)c1sc(-c2cc(C)on2)nc1C	0	1	0	0.1	11	-3	-14	9	5
72	CC/C(=N\NC(=O)c1c(C)nc2ccccn12)c1ccc(Cl)cc1	-17	-5	1	-1.5	7	13	-14	-3	-6

# M4 antag: what is marked active above
No.	compound	M4 antag	M5 ag	M4 ag	CRFR2-BP ag	CHRM1 PAM	CHRM5 antagonist	CHRM1 antagonist	CHRM5 PAM	M4 PAM
44	CC1CCN(CCCCOc2cccc(C(C)C)c2)CC1	34*	-8	5	0.0	-31	21	70*	-21	-19
